Pf apPOL block – Pf-apPOL inhibitors, biochemical, fluorescence; 210,000 compounds, 0.25% hits; inhibition, % at 10 µM; Plasmodium falciparum apicoplast DNA polymerase (apPOL); Recombinant Pf-apPOL, molecular beacon fluorescence, 1.5 h
mHTT CaM bind – mutant huntingtin-calmodulin interaction inhibitors – biochemical, AlphaScreen, primary screen; P42858; inhibition, % at 15 µM; 190,000 compounds, 3.6% hits; AlphaScreen His-mHTT/GST-CaM binding, luminescence;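 also: 0% = both proteins with DMSO and 100% = one protein alone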
Target sequence (P42858 whole entry, looked up, stated change not applied): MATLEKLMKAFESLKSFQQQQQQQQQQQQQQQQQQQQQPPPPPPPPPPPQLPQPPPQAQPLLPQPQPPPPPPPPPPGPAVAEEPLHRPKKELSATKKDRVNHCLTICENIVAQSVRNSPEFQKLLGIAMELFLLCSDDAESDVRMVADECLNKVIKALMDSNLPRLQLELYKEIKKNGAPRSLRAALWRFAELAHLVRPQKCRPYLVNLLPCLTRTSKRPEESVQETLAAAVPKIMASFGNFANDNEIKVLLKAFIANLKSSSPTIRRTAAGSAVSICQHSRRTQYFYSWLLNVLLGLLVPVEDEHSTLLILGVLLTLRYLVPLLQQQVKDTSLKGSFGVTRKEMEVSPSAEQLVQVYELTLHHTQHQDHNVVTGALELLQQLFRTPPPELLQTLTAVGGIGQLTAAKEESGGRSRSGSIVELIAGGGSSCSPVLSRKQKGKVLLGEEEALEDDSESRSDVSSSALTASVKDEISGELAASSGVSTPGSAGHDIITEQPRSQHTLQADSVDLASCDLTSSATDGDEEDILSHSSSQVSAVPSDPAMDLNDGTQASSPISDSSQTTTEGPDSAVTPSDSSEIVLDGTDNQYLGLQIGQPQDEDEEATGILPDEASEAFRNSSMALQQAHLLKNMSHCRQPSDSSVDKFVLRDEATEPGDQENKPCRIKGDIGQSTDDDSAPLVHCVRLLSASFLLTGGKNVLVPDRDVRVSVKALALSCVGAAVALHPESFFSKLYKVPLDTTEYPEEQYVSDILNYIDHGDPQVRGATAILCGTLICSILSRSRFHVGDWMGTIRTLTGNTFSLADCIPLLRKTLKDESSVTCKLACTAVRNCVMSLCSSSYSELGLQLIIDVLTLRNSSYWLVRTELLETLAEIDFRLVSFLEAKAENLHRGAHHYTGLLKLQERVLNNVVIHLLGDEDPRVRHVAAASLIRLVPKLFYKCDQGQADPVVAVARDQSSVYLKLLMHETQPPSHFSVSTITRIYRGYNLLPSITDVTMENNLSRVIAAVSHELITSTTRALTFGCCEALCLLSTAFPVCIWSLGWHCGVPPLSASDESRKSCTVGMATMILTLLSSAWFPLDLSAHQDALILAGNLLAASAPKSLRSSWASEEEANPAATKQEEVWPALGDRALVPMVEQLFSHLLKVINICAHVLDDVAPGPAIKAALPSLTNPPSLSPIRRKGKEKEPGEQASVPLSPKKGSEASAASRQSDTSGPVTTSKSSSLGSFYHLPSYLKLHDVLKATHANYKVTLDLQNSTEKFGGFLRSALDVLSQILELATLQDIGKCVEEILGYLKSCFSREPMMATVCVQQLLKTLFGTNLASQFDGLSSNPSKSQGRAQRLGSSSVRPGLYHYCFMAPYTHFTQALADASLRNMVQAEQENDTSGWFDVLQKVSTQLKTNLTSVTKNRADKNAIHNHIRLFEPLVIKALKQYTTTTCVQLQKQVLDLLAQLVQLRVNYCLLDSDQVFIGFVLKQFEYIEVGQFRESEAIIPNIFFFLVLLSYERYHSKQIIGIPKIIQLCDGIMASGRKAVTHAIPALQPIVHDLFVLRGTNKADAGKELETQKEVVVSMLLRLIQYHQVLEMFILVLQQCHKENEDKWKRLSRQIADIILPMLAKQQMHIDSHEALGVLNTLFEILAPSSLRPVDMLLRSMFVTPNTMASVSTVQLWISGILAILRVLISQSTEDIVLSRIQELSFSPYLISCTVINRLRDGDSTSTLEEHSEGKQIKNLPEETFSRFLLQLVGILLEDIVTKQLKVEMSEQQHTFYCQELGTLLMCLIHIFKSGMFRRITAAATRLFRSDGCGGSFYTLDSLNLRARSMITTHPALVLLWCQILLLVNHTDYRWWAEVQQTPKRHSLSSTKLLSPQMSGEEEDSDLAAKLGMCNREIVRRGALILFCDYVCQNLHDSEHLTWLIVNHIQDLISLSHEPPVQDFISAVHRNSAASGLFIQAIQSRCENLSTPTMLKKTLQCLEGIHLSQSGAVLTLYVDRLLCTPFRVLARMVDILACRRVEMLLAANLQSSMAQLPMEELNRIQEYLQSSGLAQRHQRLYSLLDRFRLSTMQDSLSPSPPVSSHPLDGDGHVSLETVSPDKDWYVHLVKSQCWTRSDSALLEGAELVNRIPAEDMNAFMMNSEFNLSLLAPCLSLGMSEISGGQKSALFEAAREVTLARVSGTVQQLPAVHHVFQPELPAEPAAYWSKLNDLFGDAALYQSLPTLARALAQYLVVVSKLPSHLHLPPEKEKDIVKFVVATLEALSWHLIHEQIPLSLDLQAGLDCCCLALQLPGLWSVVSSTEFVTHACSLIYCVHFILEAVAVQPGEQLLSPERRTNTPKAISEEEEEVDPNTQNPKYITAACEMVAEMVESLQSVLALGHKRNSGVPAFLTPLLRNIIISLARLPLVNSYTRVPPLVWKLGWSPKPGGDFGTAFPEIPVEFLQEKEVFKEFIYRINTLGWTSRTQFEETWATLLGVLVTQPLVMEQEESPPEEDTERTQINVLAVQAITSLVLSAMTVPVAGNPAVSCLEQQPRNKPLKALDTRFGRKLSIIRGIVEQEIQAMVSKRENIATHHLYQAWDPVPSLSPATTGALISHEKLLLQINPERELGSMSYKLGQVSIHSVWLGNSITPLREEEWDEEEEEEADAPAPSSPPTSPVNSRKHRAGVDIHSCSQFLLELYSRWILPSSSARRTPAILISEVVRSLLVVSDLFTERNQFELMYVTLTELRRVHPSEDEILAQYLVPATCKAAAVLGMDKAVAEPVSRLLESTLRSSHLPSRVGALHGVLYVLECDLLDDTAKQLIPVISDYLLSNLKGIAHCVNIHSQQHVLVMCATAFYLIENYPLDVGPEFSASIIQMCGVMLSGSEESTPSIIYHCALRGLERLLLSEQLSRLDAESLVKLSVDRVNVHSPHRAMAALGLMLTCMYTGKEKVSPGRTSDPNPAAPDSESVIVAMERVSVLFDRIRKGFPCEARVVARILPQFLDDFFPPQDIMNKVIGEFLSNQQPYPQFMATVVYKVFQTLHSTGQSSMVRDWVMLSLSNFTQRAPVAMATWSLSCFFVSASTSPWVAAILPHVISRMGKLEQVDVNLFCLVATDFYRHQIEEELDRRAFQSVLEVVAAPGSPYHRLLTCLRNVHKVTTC
* hit, by the source's call; x = not tested or not shown; & = joins results of further samples. Rule as the data show it: active = inhibition above about 50%; inactive = the rest. An excerpt; rates above refer to the full screens.

SMILES	Pf apPOL block	mHTT CaM bind
COC(=O)c1cnc2nc(C)ccc2c1Nc1ccc(OC)cc1	2.5	13.3
CC1=C(C(=O)Nc2ccccn2)C(c2cccs2)C2=C(CCCC2=O)N1 (configuration not stated)	2.0	1.0
O=C(O)c1ccc(S(=O)(=O)N2CCOCC2)cc1	-1.0	-3.5
CN(Cc1ccccc1)C(=O)CCCn1c(=O)[nH]c2ccsc2c1=O	-9.4	-3.0
CCOc1ccc(C=C2Oc3cc(OS(C)(=O)=O)ccc3C2=O)cc1	0.7	2.3
COc1ccc(CNC(=O)c2cnn3c(C(F)(F)F)cc(-c4ccccc4)nc23)cc1	-8.2	10.0
Cc1ccc(C(=O)N2CCN(C)CC2)cc1	-5.8	-5.0
CCN=C1S/C(=C\c2cc3c(cc2Br)OCO3)C(=O)N1CC	6.4	-6.0
CN(C)CCN(C)Cc1ccc(F)cc1	1.3	4.5
O=C(O)c1nccnc1C(=O)NNc1c(Cl)cncc1Cl	-5.8	x
Cc1noc(C)c1C1CCCN1C(=O)c1cc(-c2ccc(Cl)cc2)on1 (configuration not stated)	0.4	-2.3
CCC(C)(C)C1CCc2c(sc(N)c2C#N)C1 (configuration not stated)	96.6*	x
O=C1N(CN2CCOCC2)c2ccccc2C12OCCO2	-3.3	4.0
C=CCSc1nnc2c(n1)OC(c1cccnc1)Nc1ccccc1-2 (configuration not stated)	2.5	1.0
Cc1cc(=O)n2c([nH]c3ccccc32)c1C#N	-6.8	x
COc1cccc(NC(=O)NCC2CC(=O)N(Cc3ccc(F)cc3)C2)c1OC (configuration not stated)	-39.1	4.4
COc1ccccc1OCCNC(=O)C1CCc2nc(N3CCC(C)CC3)ncc2C1 (configuration not stated)	-7.8	8.1
COc1ccccc1-c1nocc1C(N)=O	-1.6	6.5
CSC(=S)N(C)NC(=O)Nc1cccc(C(F)(F)F)c1	7.7	x
O=C(CCCc1ccccc1)Nc1nc2ccccc2s1	-4.8	-12.3

Next section; it opens with the 6 that closed the last part.
SMILES	Pf apPOL block	mHTT CaM bind
Cc1cc(=O)n2c([nH]c3ccccc32)c1C#N	-6.8	x
COc1cccc(NC(=O)NCC2CC(=O)N(Cc3ccc(F)cc3)C2)c1OC (configuration not stated)	-39.1	4.4
COc1ccccc1OCCNC(=O)C1CCc2nc(N3CCC(C)CC3)ncc2C1 (configuration not stated)	-7.8	8.1
COc1ccccc1-c1nocc1C(N)=O	-1.6	6.5
CSC(=S)N(C)NC(=O)Nc1cccc(C(F)(F)F)c1	7.7	x
O=C(CCCc1ccccc1)Nc1nc2ccccc2s1	-4.8	-12.3
COc1ccccc1NC(=O)N1CCC(N2CCN(Cc3ccc(C)cc3)C2=O)CC1	-1.1	15.3
O=C(COc1ccc(F)cc1)NCCCN1CCN(c2ccccc2)CC1	-11.6	-4.1
CCc1nc(N2CCCC2)c(C#N)c2c1CCCC2	-6.5	-33.0
CNC(=O)C(=O)NCC1CCN(S(C)(=O)=O)CC1	-4.9	-3.1
O=C(Nc1ccc2c(c1)OCCO2)N1CC2CC(NS(=O)(=O)c3ccccc3)C1C2 (configuration not stated)	-0.3	9.1
COc1ccc(OCC(F)(F)F)c(C(=O)Nc2ccc(Cl)cc2)c1	-5.3	x
CCOc1ccccc1CNC(=O)C1CCN(S(=O)(=O)N2CCCCC2)CC1	-9.4	3.0
COc1ccc(-n2ncc3c(=O)[nH]c(SCc4ccccn4)nc32)cc1	-9.5	-19.1
COc1ccc(C2C(C(C)=O)=C(O)C(=O)N2Cc2ccccc2)c(OC)c1 (configuration not stated)	1.9	19.5
Cc1cc(C)n(C(=O)C(C)Oc2ccc(Cl)cc2C)n1 (configuration not stated)	-2.9	-5.8
CCOC(=O)CC1(NC(=O)N2CCCCCC2c2cccs2)CCCCC1 (configuration not stated)	-0.1	-12.7
O=C(C[C@H]1C(=O)N(c2ccccc2)C[C@@H]1Cc1ccccc1)Nc1ccccc1	-1.1&-1.9	24.1&23.5
Cc1ccc(C(=O)c2coc3ccc(O)c(CN(C)C)c23)cc1	-10.4	-0.4
Cc1ccc(-n2cnc3cc(C(=O)NCC4CCCO4)ccc32)cc1Cl (configuration not stated)	34.3	46.0
CCCCN(Cc1ccccc1)C(=O)Nc1c[nH]c2ccccc12	1.4	34.2
Cc1ccc(C2CC(=O)C(C=Nc3ccc(C)c(C)c3)=C(O)C2)cc1 (configuration not stated)	-0.7	-5.0
CCn1c(/C=C/c2ccccc2Cl)nc2ccccc2c1=O	-7.7	-1.2
CC(C)(C)c1ccc(C(=O)Nc2ccc(NC(=O)c3ccccc3[N+](=O)[O-])cc2)cc1	-3.7	0.1
COc1ccc(-c2nc3cccnc3n2C2CCN(C(=O)Nc3ccc(C)cc3)C2)cc1 (configuration not stated)	8.3	7.3
COC(=O)[C@H](Cc1ccccc1)NS(=O)(=O)c1ccc(F)cc1Br	-0.4	9.0
Cc1c(Cl)cccc1NC(=O)N1CC2CCCN2c2ccccc21 (configuration not stated)	-2.8	76.8*
CN1C(=O)C(Cc2ccc([N+](=O)[O-])cc2)NC1=S (configuration not stated)	8.7	x
Cc1cccc(C)c1NC(=O)CN(C)S(=O)(=O)c1ccc(Cl)cc1	-1.6	-0.8
CCCOc1ccc(C2=CSC3=NCCN23)cc1[N+](=O)[O-]	4.3	14.0
CC(NC(=O)C(=O)NCC1CCN(Cc2ccsc2)CC1)c1ccccc1 (configuration not stated)	-5.2	-2.5
COc1ccc(C(=O)N2CCC(c3cc(N)on3)CC2)cn1	-0.1	-0.8
Cc1ccc(-c2nccc(C3CCCN(C(=O)C(C)C)C3)n2)cc1 (configuration not stated)	-8.3	7.1
Cc1cccc(OCC(=O)NCc2ccncc2)c1C	-4.9&-3.2	-6.0&0.7
Cc1c(Cl)cccc1Nc1c2c(nc3ccccc13)CCC2	-7.2	24.3
CCCN1C(=O)Cc2c(C)nc(-c3cccc(Cl)c3)nc21	-8.3	-9.3
O=C(CCc1conc1-c1ccc(F)cc1)N1CCN(c2ccccc2)CC1	-5.0	27.0
CCOc1ccc2nc(SC(CC)C(=O)Nc3nnc(C)s3)sc2c1 (configuration not stated)	-2.6	0.8
CC1(C(=O)NC2CCCCCC2)Cc2ccccc2C(=O)N1Cc1cccnc1 (configuration not stated)	2.0	-7.6
Cc1ccccc1-c1noc(CN2C(=O)COc3ccccc32)n1	-2.2	-6.6
COC(=O)C1=C(C)NC2=C(C(=O)CCC2)C1c1ccc(CN2C(=O)c3ccccc3C2=O)o1 (configuration not stated)	-0.9&2.5	x
COC(=O)c1c(NC(=O)c2cccc(S(C)(=O)=O)c2)sc2c1CCN(C(C)C)C2	-11.2	-9.0
COCCNC(=O)c1cnn2c1NC(c1ccco1)CC2C(F)(F)F (configuration not stated)	-1.8	2.0
N=c1n(CCN2CCCCC2)c2ccccc2n1CC(O)c1cccs1 (configuration not stated)	-4.6	-0.9
CCOCCCNC(=O)C1(O)c2ccccc2NC(=O)N1c1ccc(CC)cc1 (configuration not stated)	-8.4	-6.0
O=C(Nc1ccc2c(c1)OCO2)N1CC2CCCN2c2ccccc21 (configuration not stated)	-2.4	80.9*
COc1ccc(C(=O)N2CCCC2c2ccc(F)cc2)cc1OC (configuration not stated)	-3.5	1.5
Cc1ncc2c(n1)CCN(C(=O)c1cccc(Cl)c1)C2	1.2	-6.2
Cc1ccc(NC(=O)CN(C)S(=O)(=O)c2ccc3[nH]c4c(c3c2)CCCC4)c(Cl)c1	-5.1	42.9
COc1ccc(C2CC(=O)C=C(Nc3ccc(OC)cc3OC)C2)cc1 (configuration not stated)	-0.3	16.2
C=CCn1c(=S)sc2c(=O)[nH]c(C)nc21	-4.0	x
CC(C)(C)NC(=O)Cn1c(=O)n(CC(=O)NC(C)(C)C)c2ccccc21	-3.0	1.0
CN1C(=O)C2CCCCN2c2ccc(C(=O)N3CCC(Cc4ccccc4)CC3)cc21 (configuration not stated)	2.2	87.4*
C=CCN1C(=O)C(O)=C(C(C)=O)C1c1ccc([N+](=O)[O-])cc1 (configuration not stated)	-2.3	-6.2
Cc1ccc(NC(=O)C2CCN(c3cn[nH]c(=O)c3)CC2)c(C)c1	-3.1	0.1
COc1ccccc1/C=C1N=C(/C=C/c2ccccc2OC)OC\1=O	-8.1	-3.0
CCNc1cc(N2CCCC(CCC(=O)NCc3ccc(F)cc3F)C2)ncn1 (configuration not stated)	-3.9	6.7
CN(C)C=NC1=C(c2ccccc2)C(=O)c2ccccc21	-2.9	x
Cc1noc(COC2CCN(C(=O)c3ccsc3)CC2)n1	-1.3	0.3
CNC(=O)N1CCCC(c2cccc(C(=O)N3CCN(c4ccc(F)cc4)CC3)c2)C1 (configuration not stated)	-8.6	27.7
O=C(CN1N=C(c2ccc(Cl)cc2)CCC1=O)N1CCOCC1	-10.7	-3.0
Cc1ccccc1C(=O)N1CCC(c2cnn(-c3cccc(F)c3)c2)CC1	-6.6	18.8
Cc1cccc(OCCOCCOc2ccc(/C=C3\C(=O)NN(c4ccccc4)C3=O)cc2)c1	-10.2	3.0
COc1ccccc1N(CN1C(=O)C2CCC(C)CC2C1=O)C(C)=O (configuration not stated)	-3.5	-5.0
COC(=O)CN1CCC(=O)c2ccccc2S1(=O)=O	2.7	-0.9
O=C(O)c1nnn(-c2ccccc2)c1-c1ccccn1	-1.0	-9.9

5 entries picked at random from those above, as already listed:
SMILES	Pf apPOL block	mHTT CaM bind
COc1ccccc1N(CN1C(=O)C2CCC(C)CC2C1=O)C(C)=O (configuration not stated)	-3.5	-5.0
COc1ccc(C(=O)N2CCCC2c2ccc(F)cc2)cc1OC (configuration not stated)	-3.5	1.5
COc1ccccc1/C=C1N=C(/C=C/c2ccccc2OC)OC\1=O	-8.1	-3.0
O=C(O)c1nnn(-c2ccccc2)c1-c1ccccn1	-1.0	-9.9
CN1C(=O)C2CCCCN2c2ccc(C(=O)N3CCC(Cc4ccccc4)CC3)cc21 (configuration not stated)	2.2	87.4*

New compounds follow.
SMILES	Pf apPOL block	mHTT CaM bind
CSC1C=C(c2ccccc2)OC(c2ccccc2)=C1	5.5	8.0
CC(=O)Nc1ccc(Nc2ncnc3ccc(Br)cc23)cc1	7.0	-0.9
O=C(CCc1nc2ccccc2n(Cc2ccc(F)cc2)c1=O)NCc1ccc(F)cc1	-6.4	-2.0
COc1ccc(CCNC(=O)C2(C)CCC(=O)N2Cc2ccc(C)cc2)cc1OC (configuration not stated)	-3.8	12.0
C=C1C=CS(=O)(=O)N(C(C)C(=O)OC)C1 (configuration not stated)	4.2	7.4
O=S1(=O)CCC(SCc2nnc(-c3ccccc3)o2)C1 (configuration not stated)	x	-7.0
O=C(NCCc1ccccn1)c1cc2c(s1)CN(C1CC1)C2	-4.3	1.7
COc1ccc(-c2nn(C)c(=O)c3ccccc23)cc1NC(=O)COc1ccc(C)cc1	-5.1	8.0
Cc1ccc(-c2noc(-c3c(O)c4cccc(Cl)c4[nH]c3=O)n2)cc1	-3.2	-7.5
CC(=O)Nc1ccccc1C(=O)N1CC2(C)CC1CC(C)(C)C2 (configuration not stated)	2.4	-1.0
Cn1nc(C(=O)NCc2ccc(Cl)cc2)c2c1CCN(C(=O)c1c(F)cccc1F)C2	-4.3	57.9*
COc1ccc(N2CC34C=CC(O3)C(C(=O)OCc3ccccc3)C4C2=O)cc1 (configuration not stated)	-0.3	18.3
Cc1nnc(NC(=O)CCc2csc(NC(=O)c3ccc(F)cc3)n2)s1	25.9	-1.6
Cn1nc(-c2ccc(N3CCCCC3)c(NS(=O)(=O)c3ccccc3)c2)c2ccccc2c1=O	-2.2	1.0
Cc1ccc(C(=O)N2N=C3c4ccccc4S(=O)(=O)N3C2N2CCCCC2)cc1 (configuration not stated)	-3.5	14.0
O=C(CN1C(=O)c2ccccc2C1=O)Nc1nccs1	3.9&-2.7	-12.6&8.6
Cc1ccc(CCN2CC(C(=O)NCc3cccnc3)CC2=O)cc1 (configuration not stated)	-11.5	0.0
COc1ccc(C(=O)Nc2ccc(S(=O)(=O)Nc3onc(C)c3C)cc2)cc1	7.6	12.0
Cc1cc(I)ccc1NC(=O)c1sc2ccccc2c1Cl	-2.4	10.6
Cc1ccccc1NC(=O)N1CC2CC(NC(=O)c3cccs3)C1C2 (configuration not stated)	0.3	-5.4
Cc1ccc(S(=O)(=O)N(CC(N)=O)c2ccc(Cl)cc2C)cc1	-4.5	-6.6
COc1ccc(-c2noc(-c3ccc(N4CCCCC4)nc3)n2)cc1	3.1	-11.8
Cc1cc(C)cc(-n2cc(C(=O)O)c3ccccc3c2=O)c1	-1.3	-5.4
CC(C)(C)NC(=O)CSc1nc(-c2cccs2)cc(C(F)(F)F)c1C#N	-6.1	-0.8
Cc1ccc(CNC(=O)C2(C)CCCN(C(=O)c3ccccc3C(F)(F)F)C2)cc1 (configuration not stated)	-1.0	8.0
Cc1cc(C2(c3cc(C)c(O)c(C)c3)CCCCC2)cc(C)c1O	-10.2	x
COCCc1noc(COC2CCN(C(=O)c3cccn3C)CC2)n1	-4.8	0.3
CCC(C)(C)C(=O)N1CCC(CCOc2cccc(F)c2)CC1	-2.0	-33.3
CC(C)CC(=O)Nc1c2c(nn1-c1ccc([N+](=O)[O-])cc1)CS(=O)(=O)C2	-4.1	-6.0
O=C(COc1ccccc1)NCc1ccccn1	0.3	-8.3
COc1ccc2c(c1)C(=O)CC(c1ccc(OC)c(OC)c1)O2 (configuration not stated)	-3.8	2.1
CCc1c(C)sc(NC(=O)OC)c1C(N)=O	-0.8	-4.4
CC(C)(C)Cc1nnc(NS(C)(=O)=O)s1	-2.3	3.0
CCSc1nnc2c(n1)OC(c1cccnc1)N(C(C)=O)c1ccccc1-2 (configuration not stated)	-4.5	3.0
CCCCN1C(=O)c2ccccc2CC1(C)C(=O)NCc1ccccc1OC (configuration not stated)	3.6	-12.5
O=C(COc1ccc(Cl)cc1Cl)NCc1cc(-c2ccco2)on1	-1.4	-3.7
Cc1c(C#N)c(N)nc(SCC(=O)c2ccc(Cl)cc2)c1C#N	1.8	21.0
CN1CCN(Cc2ccc(-c3ccccc3Cl)o2)CC1	-3.9	5.9
O=C(O)CCC(=O)Nc1ccc(Cc2ccncc2)cc1	-2.5	-3.0

Screens (PubChem BioAssay)
